CD40 NFkB inh = CD40 pathway inhibition in BL2 cells. AID 1053188. inhibition, % at 10 µM. 83,000 compounds, 0.94% hits. BL2 NF-kB luciferase reporter, CD40L-induced, 4 h;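 active = mean inhibition of at least 50% with a set share of replicates also reaching that level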;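 also: 0% = neutral control wells and 100% = IKK inhibitor VII at 50 µM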
The depositor's hits bear a star; [ ] = another dose, or the depositor's remark. These rows are one share of the data; count on the stated rates, not on these rows.

CD40 NFkB inh	Molecule
0	CO[C@H]1CN(C)C(=O)c2cc(NC(=O)c3cc(C)on3)ccc2OC[C@@H](C)N(C(=O)C2CC2)C[C@@H]1C
-16	O=C(c1ccccc1)c1cnc[nH]1
12	O=C(c1cccc2ccccc12)N1CCN(c2ccc([N+](=O)[O-])c(N3CCOCC3)c2)CC1
-1	O=C1CC(NC(=O)C(F)(F)F)c2cc3c(cc21)OCO3 (stereo not given)
4[25 µM]	CC(=O)N1CCCCN2[C@@H](CO)[C@@H](c3ccc(Br)cc3)[C@@H]2C1
1	Cc1ccccc1Cn1cc(NC(=O)CCCn2nc([N+](=O)[O-])cc2C)cn1
10	CCOC(=O)C1CCN(C(=O)C23CC4CC(CC(C4)C2)C3)CC1
-82	O=C(Nc1ccc2c(c1)CCC2)C1CCCN(c2ncccn2)C1 (stereo not given)
2	CCN(CC)Cc1cc(C(C)(C)C)cc(N2CCOCC2)c1O
9	Cc1cc(-n2cnnn2)cc(C)c1S(=O)(=O)N(C)c1ccccc1
-1	O=C(CN1CCN(Cc2ccccc2Cl)C1=O)NCc1ccco1
-1	O=C(CSc1nc(=O)n2ccccc2n1)NCc1ccccc1Cl
2	CCOC(=O)/C(=N\Nc1cc(Cl)ccc1Cl)N1CCOCC1
-1	CCCNS(=O)(=O)c1ccc(OCC(=O)OC)cc1
0	COc1ccccc1N1CCN(Cc2cc(=O)c(OCC(=O)NC3CCCC3)co2)CC1
11	Cc1cccc(OCC(=O)Nc2cc(S(=O)(=O)N3CCOCC3)ccc2N2CCCC2)c1C
5	CN(Cc1ccccc1)C(=O)C1CCN(S(=O)(=O)c2cccc3nsnc23)CC1
13	CNC(C)c1cc(OC)ccc1OC (stereo not given)
1	CC(=O)NC[C@@H]1[C@@H](c2ccc(C3=CCCC3)cc2)[C@@H](CO)N1C(=O)C1CC1
1[25 µM]	C[C@H](CO)N1C[C@H](C)[C@H](CN(C)S(=O)(=O)c2cccc(F)c2)Oc2ncc(C#CC3(O)CCCC3)cc2C1=O
-1	O=C(NC(c1ccccc1)c1ccccc1)N1CCOCC1
12	Cc1cc(C)n(C2=NS(=O)(=O)c3ccccc32)n1
8	CC1(C(=O)NCCc2ccccc2)Cc2c(-c3ccccc3)ccnc2O1 (stereo not given)
-48	O=C(c1cccc(COc2cccc3ccccc23)c1)N1CCCC1
-3	COc1ccccc1N(C)S(=O)(=O)c1ccc(C(=O)Nc2cccc(Br)c2)cc1
5	CC(=O)Nc1cc(C(=O)N2CCCC2)ccc1S(=O)(=O)c1ccc(Cl)cc1
8[25 µM]	CCCC#Cc1ccc([C@H]2[C@@H](CO)N3C(=O)CN(S(=O)(=O)c4ccccc4C)C[C@H]23)cc1
15	O=C(C1CCCN(S(=O)(=O)c2ccccc2)C1)N1CCCCC1 (stereo not given)
1	COc1ccc(OCc2cc(C(=O)N(C)Cc3nccn3C)no2)c2ccccc12
2	O=C(COc1ccccc1)Nc1ccc(N2CCN(C(=O)c3ccco3)CC2)cc1
6	CC(=O)N1N=C(c2ccc(Br)cc2)CC1c1cn(C)c2ccccc12 (stereo not given)
1	CC(=O)Nc1ccc(NC(=O)C(C)OC(=O)C2CC(=O)N(CCc3ccccc3)C2)cc1 (stereo not given)
1	CC1(c2ccccc2)NC(=O)N(CC(=O)N(c2ccccc2)C2CCS(=O)(=O)C2)C1=O (stereo not given)
7	CCOC(=O)C1(Cc2ccccc2)CCN(Cc2ccc(C3CCCCO3)s2)CC1 (stereo not given)
-3	O=C(COC(=O)c1ccccc1)NC(=O)NC1CCCC1
2	O=C(O)CCc1nc2cc(Cl)ccc2n(Cc2ccccc2)c1=O
-30	Fc1ccc(NC(=S)Nc2nccs2)cc1
-5	NNC(=O)c1nnsc1-c1csnn1
-11[25 µM]	CCS(=O)(=O)N1[C@H](CO)[C@H](c2ccc(C#CC(C)C)cc2)[C@@H]1C#N
-47	Clc1ccc(Nc2nc(C3CC3)cs2)cc1
6	O=C(NCCc1ccc2c(c1)OCCO2)c1ccccc1F
0[25 µM]	COC(=O)C[C@@H]1CC[C@@H]2[C@H](COC[C@H](O)CN2S(=O)(=O)c2cn(C)cn2)O1
-1[25 µM]	COCC(=O)N1CC2(C1)CN(Cc1cccc(F)c1)[C@H](CO)c1c2c2ccc(OC)cc2n1C
-18	Cc1c(C(=O)N2CCOCC2)oc2ccc(Br)cc12
-20	CC(C)(C)NC(=O)N1CCN(c2nc(-c3ccccc3)ns2)CC1
-15[25 µM]	CCCNC(=O)[C@H]1[C@H](CO)[C@H]2Cn3c(ccc(C4=CCCC4)c3=O)[C@@H]1N2C(=O)CC1CC1
1	CCOC(=O)N1CCN(C(=O)COC(=O)c2ccc([N+](=O)[O-])cc2Cl)CC1
-4[25 µM]	C[C@@H]1CN([C@H](C)CO)S(=O)(=O)c2ccc(-c3cccc(C(=O)N(C)C)c3)cc2O[C@@H]1CN(C)C(=O)Nc1ccccc1
-7[25 µM]	CN(C)C(=O)C[C@@H]1C=C[C@@H](NC(=O)c2ccc(F)cc2)[C@@H](CO)O1
2	COc1ccccc1NC(=O)COc1ccc(Br)cc1CNCCCN1CCOCC1
16	O=P(c1ccccc1)(c1ccccc1)c1nc(-c2ccccc2)oc1NCc1ccccc1
2	O=C(CC(F)(F)F)N1C[C@@H]2[C@H](c3ccccc31)[C@@H](CO)N2C(=O)C1CC1
3	COCCN(C(=O)c1ccc(N2C(=O)c3ccccc3C2=O)cc1)c1c(N)n(CC(C)C)c(=O)[nH]c1=O
0	CC(=O)Nc1ccc(N(C)C)cc1[N+](=O)[O-]
12	CCN(CC)CCCn1c2c(c(SCC(=O)Nc3ccc(F)c(F)c3)nc1=O)CCC2
0	CCC1SC2=NCCN2C1(O)c1ccc(Cl)cc1 (stereo not given)
-30	O=C(O)c1ccc(OCc2cn3ccccc3n2)cc1
-12[25 µM]	Cc1noc(C)c1S(=O)(=O)N(C)C[C@@H]1OCCCC[C@H](C)Oc2ccc(N(C)C)cc2C(=O)N([C@H](C)CO)C[C@H]1C
15	CCCC(NS(=O)(=O)c1ccc(C)cc1)C(=O)O (stereo not given)
5	CC(OC(=O)c1cccc(-n2cnnn2)c1)C(=O)N(C)c1ccccc1 (stereo not given)

16 entries from above, reformatted.
molecule,CD40 NFkB inh
CC(C)(C)NC(=O)N1CCN(c2nc(-c3ccccc3)ns2)CC1,-20
CCCNC(=O)[C@H]1[C@H](CO)[C@H]2Cn3c(ccc(C4=CCCC4)c3=O)[C@@H]1N2C(=O)CC1CC1,-15[25 µM]
CCOC(=O)N1CCN(C(=O)COC(=O)c2ccc([N+](=O)[O-])cc2Cl)CC1,1
C[C@@H]1CN([C@H](C)CO)S(=O)(=O)c2ccc(-c3cccc(C(=O)N(C)C)c3)cc2O[C@@H]1CN(C)C(=O)Nc1ccccc1,-4[25 µM]
CN(C)C(=O)C[C@@H]1C=C[C@@H](NC(=O)c2ccc(F)cc2)[C@@H](CO)O1,-7[25 µM]
COc1ccccc1NC(=O)COc1ccc(Br)cc1CNCCCN1CCOCC1,2
O=P(c1ccccc1)(c1ccccc1)c1nc(-c2ccccc2)oc1NCc1ccccc1,16
O=C(CC(F)(F)F)N1C[C@@H]2[C@H](c3ccccc31)[C@@H](CO)N2C(=O)C1CC1,2
COCCN(C(=O)c1ccc(N2C(=O)c3ccccc3C2=O)cc1)c1c(N)n(CC(C)C)c(=O)[nH]c1=O,3
CC(=O)Nc1ccc(N(C)C)cc1[N+](=O)[O-],0
CCN(CC)CCCn1c2c(c(SCC(=O)Nc3ccc(F)c(F)c3)nc1=O)CCC2,12
CCC1SC2=NCCN2C1(O)c1ccc(Cl)cc1 (stereo not given),0
O=C(O)c1ccc(OCc2cn3ccccc3n2)cc1,-30
Cc1noc(C)c1S(=O)(=O)N(C)C[C@@H]1OCCCC[C@H](C)Oc2ccc(N(C)C)cc2C(=O)N([C@H](C)CO)C[C@H]1C,-12[25 µM]
CCCC(NS(=O)(=O)c1ccc(C)cc1)C(=O)O (stereo not given),15
CC(OC(=O)c1cccc(-n2cnnn2)c1)C(=O)N(C)c1ccccc1 (stereo not given),5

The results go on.
CD40 NFkB inh	Molecule
-31	O=C(Cn1cnc2c(oc3ccccc32)c1=O)NCc1ccco1
93*	C=C(CN(C)C)C(=O)c1ccc(C)cc1C
-34	O=C(N/N=C/c1cccnc1)c1sc2ccccc2c1Cl
4	CC(=O)Nc1nnc(Cc2ccccc2)s1
2	CN(Cc1cccc(F)c1)C(=O)CSc1nnc(C2CC2)n1C1CC1
5	CCCCCNC(=O)CCn1c(=O)oc2ccccc21
-1[25 µM]	N#C[C@H]1[C@H](c2ccccc2-c2cccc(F)c2)[C@H](CO)N1C(=O)CN1CCOCC1
-9	Cc1ccccc1-c1nc(CN2CCSCC2)c(C)o1
-11	O=C(CCC1CCCC1)N1CCN(C2CCCC2)CC1
7	CC(C)(C)Sc1nc(O)cc(=O)[nH]1
25	O=C(COc1ccc(-c2nnc(N3CCCCC3)c3ccccc23)cc1)N1CCCCC1
0	Cc1ccc(NC(=O)CN2CCCCC2)c2c1CC(C)(C)O2
1	O=C(c1cc2c(s1)CCCC2)N1CCN(Cc2ccc3c(c2)OCO3)CC1
9	CCCNC(=O)Nc1cccc(NC(C)=O)c1
6	O=C1CC(NS(=O)(=O)c2ccc([N+](=O)[O-])cc2)CN1c1cccc(F)c1 (stereo not given)
17	Cc1cc(NC(=O)COC(=O)c2ccco2)no1
16	Cc1ccc(OCCC(=O)OCC(=O)NC(=O)NCc2ccccc2)cc1
1	Cc1cc(C)c(S(=O)(=O)Nc2ccccc2)c(C)c1
25[25 µM]	COc1ccc2c3c(n(C)c2c1)[C@@H](CO)N(C(=O)CN(C)C)CC31CCN(Cc2cncnc2)CC1
13	Cc1ccc2c(c1)N(CC(=O)NCCCc1ccccc1)C(=O)c1cccnc1O2

2 records picked at random from the list so far, as already listed:
CD40 NFkB inh	Molecule
2	CN(Cc1cccc(F)c1)C(=O)CSc1nnc(C2CC2)n1C1CC1
1	O=C(c1cc2c(s1)CCCC2)N1CCN(Cc2ccc3c(c2)OCO3)CC1

New compounds follow.
CD40 NFkB inh	Molecule
4	CCCNC(=O)C1(C)CCCN(C(=O)c2sccc2C)C1 (stereo not given)
3[25 µM]	C[C@@H]1CCCCO[C@H](CN(C)S(C)(=O)=O)[C@H](C)CN([C@@H](C)CO)C(=O)c2cc(NC(=O)NC3CCCCC3)ccc2O1
-1	O=C(C[C@@H]1C[C@@H]2c3cc(NC(=O)NC4CCCCC4)ccc3O[C@@H]2[C@H](CO)O1)NC1CCCC1
-12	CCOC(=O)C1=C(COC(=O)CNC(=O)c2ccc(C(C)(C)C)cc2)NC(=O)NC1C (stereo not given)
-19[25 µM]	CC(=O)N(C)C[C@@H]1OCc2ccccc2-c2ccccc2C(=O)N([C@@H](C)CO)C[C@@H]1C
1[25 µM]	CN1c2ccc(Br)cc2[C@H]2[C@H](CCN2C(=O)C2CCC2)[C@@H]1CO
-49	Nc1c(-c2ccccn2)cnn1-c1nc(-c2ccc(F)cc2)cs1
-69	Cc1cc(CN(C)C(=O)c2cc(COc3ccc(F)cc3Cl)on2)n[nH]1
14	O=S(=O)(NCc1ccccn1)c1cccc2nsnc12
13	CCc1ccccc1NC(=O)CN(C)C(=O)COC(=O)c1cccnc1Cl
-134	Cc1cccc(C(=O)Nc2cccc(C(=O)N/N=C/c3ccc4c(c3)OCO4)c2)c1
1	CCOc1ccc(S(=O)(=O)N2CCN(C(=O)c3cc(C4CC4)nn3-c3ccccc3)CC2)cc1
-54	CC(=O)N/C(N)=N/c1nc2cc(C)ccc2o1
-8[25 µM]	CCCC(=O)Nc1ccc2c(c1)C(=O)N(C)[C@@H]1CC[C@@H](CC(=O)N3CCCCC3)O[C@H]1CO2
-12	Cc1ccc(S(=O)(=O)Nc2cccc(C(=O)N3CCC(C(N)=O)CC3)c2)cc1
-6[25 µM]	O=S(=O)(NC[C@@H]1N[C@H](CO)[C@@H]1c1ccc(C2=CCCC2)cc1)c1ccccc1
-35	Nc1c(C(=O)Nc2ccccc2)sc2nc(-c3ccco3)ccc12
-5[25 µM]	CC=Cc1ccc2n(c1=O)C[C@H]1[C@H](CO)[C@@H](C(=O)NCCC)N(Cc3cccnc3)[C@@H]21 (mixture of isomers)
4	CC(C)Oc1ccc(C(=O)Nc2nnc(C3=COCCO3)o2)cc1
11	O=C(Nc1cccc(S(=O)(=O)N2CCCCC2)c1)c1cnccn1
-1[25 µM]	CN(C)C(=O)c1cccc(-c2ccc(C3[C@H]4CNC[C@@H]3N4S(=O)(=O)Cc3ccccc3)cc2)c1 (stereo not given in full)
-33	CCOC(=O)C1CCN(C(=O)Nc2ccc3c(c2)nc(C)n3C)CC1
2	CN1C(=O)c2cc(NC(=O)C3CCCCC3)ccc2OC[C@@H]2O[C@@H](CC(=O)NCC3CCCCC3)CC[C@H]21
4	CCC(=O)Nc1c(C)ccc2nsnc12
-10	COc1ccc(CCNC(=O)C(=O)Nc2ccc3c(c2)OCO3)cc1OC
12	N#C/C(=C\c1ccc(O)c(O)c1)C(=O)N1CCCC1
12	O=C(COC(=O)Cc1ccc(Cl)cc1)Nc1ccccc1-c1ccccc1
24	Cc1cc(C)cc(OCC(=O)OC(C)C(=O)Nc2ccc(Cl)cn2)c1 (stereo not given)
4	COc1ccccc1N1C[C@@H]2C[C@@H](c3ccco3)N3CCC[C@@]23C1=O
27	CC1Cc2ccccc2N1S(=O)(=O)c1cccc(C(=O)NC2CC2)c1 (stereo not given)
6	CN(C)CCCNC(=O)c1ccccn1
5	O=C(O)c1ccc(C(S(=O)(=O)c2ccccc2)S(=O)(=O)c2ccccc2)cc1
-26[25 µM]	C[C@@H]1CN([C@@H](C)CO)C(=O)c2cc(C#C[C@@H](C)O)cnc2O[C@H]1CN(C)Cc1cccc(C(=O)O)c1
-13	CC(NC(=O)COC(=O)C1CCCCC1)c1ccccc1 (stereo not given)
-2	CCN(C(=O)COC(=O)c1ccc(-n2c(C)ccc2C)cc1)c1c(N)n(Cc2ccccc2)c(=O)[nH]c1=O
14	COc1ccc(NC(=O)C(=O)NCCC2CCCCN2S(=O)(=O)c2ccc(F)cc2)cc1 (stereo not given)
13	CC12CC3(C)CC(C)(C1)CC(C(=O)NC1=NCCS1)(C2)C3
8	c1ccc2c(c1)nc1sccn12
-89	Oc1ccc(/C=N/Nc2cccc3cccnc23)c(O)c1
-9[25 µM]	CCc1cnc(N2[C@@H](C#N)[C@H](c3ccc(C#Cc4ccccc4F)cc3)[C@@H]2CO)s1

High-throughput results deposited in PubChem by Broad Institute.
